# Bioassay records from PubChem BioAssay.
# DNMT1 inh – inhibitors of human DNMT1 | inhibition (reported as % activation of signal), % at 10 µM | 360,000 tested, 0.83% active | P26358 | DNMT1 molecular beacon, Hinp1I cleavage, fluorescence; in the data active = inhibition above about 50%
# LMPTP inh – LMPTP (human) inhibition | AID 651560 | inhibition, % at 20 µM | P24666 | 360,000 tested, 0.22% active | recombinant LMPTP-A, OMFP fluorogenic substrate, fluorescence intensity;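 active = compounds that cut the enzyme signal by at least half of the control window in the single-dose screen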;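 also: plate controls were DMSO wells with enzyme plus substrate for no effect and substrate without enzyme for full effect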
#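 Buffer or medium: Bis-Tris pH 6.0, DTT, detergent; Assay system: LMPTP-A enzyme; Quantity: 0.625 nM enzyme; Detection: endpoint fluorescence intensity; Times: 50 min dark incubation at room temperature; Controls: substrate-only low control, DMSO enzyme-plus-substrate high control; Doses: single 20 µM dose; Read-out: percent inhibition versus substrate-only and uninhibited controls; Reagent: 400 µM OMFP.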
# NadD block – blocks S. aureus nicotinate mononucleotide adenylyltransferase. inhibition, % at 20 µM. purified NadD enzyme, colorimetric absorbance read-out. AID 602399. 360,000 tested, 0.78% active; in the data active = inhibition above about 26%; also: some compounds past the cut are filed as inactive
# SUMO1 PPI mod – alters human SUMO1 binding to SIM partners; SUMO1 binding to a labelled peptide, TR-FRET, 1 h; inhibition, % at 20 µM; 360,000 tested, 0.33% active; in the data active = inhibition above about 37%
# Target sequence (P63165 whole entry, looked up): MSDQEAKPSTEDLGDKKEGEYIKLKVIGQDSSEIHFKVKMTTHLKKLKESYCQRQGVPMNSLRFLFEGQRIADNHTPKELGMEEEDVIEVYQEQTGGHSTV
# STEP block – STEP (human) phosphatase inhibition | P54829 | inhibition, % at 20 µM | recombinant STEP, OMFP fluorogenic substrate, fluorescence | 360,000 tested, 0.25% active | AID 588621;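 active = inhibition at 20 µM, scaled per plate between control wells, above about 37%, limit read from the data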;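 also: 0% = DMSO with enzyme and substrate and 100% = substrate only without enzyme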
#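 System: isolated STEP enzyme; schedule: 20 min enzyme reaction at room temperature, protected from light; medium: Bis-Tris buffer pH 6.0, 2.5 mM DTT, 0.005% Tween 20; signal: fluorescence, 480/540 nm; dosing: single compound dose of 20 µM, 1% DMSO final; also added: OMFP substrate, 25 µM final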
# Scp-1 inhibitor – blocks human Scp-1 phosphatase activity. inhibition, % at 20 µM. 340,000 tested, 0.88% active. AID 493091. Recombinant Scp1, phosphopeptide, malachite green phosphate absorbance;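 active = inhibition above about 50% at 20 µM, limit read from the data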;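 also: plate controls were DMSO wells with enzyme for no effect and wells lacking enzyme for full effect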
#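 System: SCP-1 catalytic domain; Reagent: Phospho 17-mer peptide substrate; Doses: one concentration, 20 µM, with 1.0% DMSO; Incubation: 45 min room-temperature reaction, 5 min colour, 30 min stabiliser; Signal: Phosphate-binding colour reagent, absorbance read at 630 nm.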
# Neddyl block – blocks human cullin neddylation; 360,000 tested, 0.58% active; P61081+Q13564; AID 651699; TR-FRET cullin neddylation, biochemical; calls only at 25 µM; in the data active = inhibition above about 36%
# Target sequence (P61081 whole entry, looked up): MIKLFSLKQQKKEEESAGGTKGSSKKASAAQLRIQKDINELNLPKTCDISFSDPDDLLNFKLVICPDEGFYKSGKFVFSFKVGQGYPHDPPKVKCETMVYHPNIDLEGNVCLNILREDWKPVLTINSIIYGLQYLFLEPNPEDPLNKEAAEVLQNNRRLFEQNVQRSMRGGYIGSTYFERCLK
# Target sequence (Q13564 whole entry, looked up): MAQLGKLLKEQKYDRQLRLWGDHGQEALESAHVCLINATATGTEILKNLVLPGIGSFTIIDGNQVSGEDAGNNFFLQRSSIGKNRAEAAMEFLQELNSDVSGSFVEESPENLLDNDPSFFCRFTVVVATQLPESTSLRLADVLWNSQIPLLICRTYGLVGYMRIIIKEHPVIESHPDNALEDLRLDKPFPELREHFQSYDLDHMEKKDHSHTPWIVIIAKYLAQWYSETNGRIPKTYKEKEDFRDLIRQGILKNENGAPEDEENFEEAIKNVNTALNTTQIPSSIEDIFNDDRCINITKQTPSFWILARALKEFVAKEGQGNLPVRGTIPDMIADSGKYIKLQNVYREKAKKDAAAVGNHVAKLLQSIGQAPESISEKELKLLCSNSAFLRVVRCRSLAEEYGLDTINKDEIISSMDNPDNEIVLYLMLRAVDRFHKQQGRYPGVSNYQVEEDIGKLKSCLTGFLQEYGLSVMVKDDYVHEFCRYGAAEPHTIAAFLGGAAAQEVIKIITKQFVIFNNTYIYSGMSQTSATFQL
# Rpn11 inh – inhibitors of human proteasome Rpn11; human 26S proteasome, Ub4-pepOG fluorescence polarization; 20S core pre-blocked with epoxomicin; O00487; calls only at 20 µM; AID 588493; 360,000 tested, 0.59% active;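 active = inhibition at 20 µM, scaled to each plate's controls, above about 33%, limit read from the data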
# Rin1 Abl inh – blocks binding of human Rin1 to Abl | P00519+Q13671 | TR-FRET Rin1/Abl binding, biochemical | inhibition, % at 7.35 µM | 360,000 tested, 0.4% active; in the data active = inhibition above about 5%, passing the limit was not always enough
# CSN deneddyl inh – inhibitors of human CSN-mediated cullin deneddylation; Q92905; 360,000 tested, 0.38% active; inhibition, % at 12.5 µM; AID 651999; Purified CSN, SCF-Nedd8-OG deneddylation, fluorescence polarization;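 active = pattern-corrected inhibition above about 35%, with an unprinted fluorescence ratio check between 0.5 and 1.5, limit read from the data, passing the limit was not always enough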;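 also: 0% = enzyme with substrate and 100% = substrate without enzyme; some results filed as inactive read as strong as hits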
#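 Detection – fluorescence polarization · System – HEK293T-derived human Csn5 enzyme · Controls – substrate-only high control, full reaction low control · Timing – 90 min, room temperature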
# An asterisk follows results filed as active; i = inactive; x = no result given; + = active, no number.
Neddyl block,CSN deneddyl inh,Scp-1 inhibitor,LMPTP inh,STEP block,SUMO1 PPI mod,Rpn11 inh,Rin1 Abl inh,DNMT1 inh,NadD block,Compound
i,-4,0,0.1,-3,-22,i,1,3,0,O=C(NCC1CCCO1)C12CN(Cc3ccccc3)CC1C(c1cccc([N+](=O)[O-])c1)=NO2 (stereo not given)
i,1,7,-0.9,-3,-1,i,-2,3,2,Cc1cccc(N2O[C@H]3C=CC2CCCC3)n1
i,5,-7,-0.4,-2,-1,i,0,3,-3,Cc1cc(C)c2c(N)c(-c3nc4ccccc4[nH]3)sc2n1
i,1,-6,8.1,1,4,i,3,-13,18,CCCC1=Nc2cc(C(=O)N3CCN(c4ccccn4)CC3)ccc2Sc2ccc(C)cc21
i,22,-7,5.9,-1,-14,+,-1,-8,-7,CN1/C(=C\C(=O)COC(=O)Cn2nnc(-c3ccccc3)n2)C(C)(C)c2ccccc21
i,1,-17,1.6,-2,0,i,1,-8,-7,CCCC(=O)NC(=S)Nc1cccc(NC(=O)c2ccc(Cl)cc2Cl)c1
i,2,-4,1.0,-3,-1,i,2,3,0,COC(=O)c1ccccc1NC(=O)Cn1nnc(-c2ccc(OC)cc2)n1
i,3,-7,-0.3,0,-1,i,0,-11,0,O=C(COC(=O)COc1ccccc1Cl)Nc1ccccc1OC(F)F
i,-4,-11,20,5,-3,i,3,28,0,CC(=O)c1ccc(NC(=O)/C(Cl)=C/c2ccccc2)cc1
i,2,0,-1.0,2,28,i,2,0,0,Cc1ccc(F)cc1CNC(=O)C1CCC(=O)N(CCCN2CCCC2=O)C1 (stereo not given)
i,-3,7,-0.2,0,2,i,7,2,-4,CC1=C(C(=O)OCC2CCCO2)C(c2ccc(Cl)c(Cl)c2)NC(=O)N1 (stereo not given)
i,-5,1,0.2,-1,-3,i,-1,0,-4,CCN(CC)CC(=O)c1c(N)n(Cc2ccccc2)c(=O)n(C)c1=O
i,5,-8,2.3,0,-8,i,1,4,-5,Cc1ccc(C(=O)NCCNc2ncc(C(F)(F)F)cc2Cl)cc1[N+](=O)[O-]
i,3,-5,-2.5,-1,1,i,-2,8,3,O=S(=O)(c1ccc(-c2nc3ccccc3s2)cc1)N1CCCC1
x,-6,-7,-1.1,3,-6,i,0,1,-1,N#Cc1nc(-c2ccc(F)cc2)oc1N1CCCC1
i,-2,1,0.6,-3,1,i,0,3,-2,O=C(CN1C(=O)C2C3C=CC(C3)C2C1=O)NCCc1ccccc1Cl (stereo not given)
i,-4,-11,0.0,-1,-2,i,-1,4,0,CC(/C=N/NC(=O)c1cc(C2CC2)[nH]n1)=C\c1ccccc1
i,2,0,0.6,1,5,i,5,4,1,CCOC(=O)c1cnc(SCc2ccccc2)nc1N
i,0,-8,-0.4,2,3,i,-2,-1,2,CC(Nc1nc2ccccc2n2cnnc12)c1ccccc1 (stereo not given)
i,0,-11,-1.1,-1,-6,i,0,-3,1,COc1ccccc1N1CCN(/N=C/C=C\c2ccco2)CC1
i,-1,-7,-1.6,-6,-2,i,-1,-3,1,CCOCCCNS(=O)(=O)c1ccccc1
i,-4,4,-3.2,0,-2,i,-2,-2,-5,CCOC(=O)Nc1ccc2c(c1)N(C(=O)CCN1CCN(C)CC1)c1ccccc1S2
i,0,x,0.8,1,-2,i,-4,-3,-2,Cc1ccc(-c2ccc(CN3C(C)C(=O)N(Cc4cn(CCC5OCCCO5)nn4)CCS3(=O)=O)cc2)cc1 (stereo not given)
i,-9,x,1.7,-3,5,i,7,-5,-1,CC(=O)Nc1ccc(NC(=O)C2Cc3c(-c4ccc(Cl)cc4)ccnc3O2)cc1 (stereo not given)
i,0,1,1.7,-1,82*,i,1,2,4,Cc1ccc(S(=O)(=O)N2CCOCC2)cc1C(=O)OCC(=O)Nc1ccc2[nH]c(=O)[nH]c2c1
i,1,6,-1.7,1,5,i,-3,6,-1,S=c1[nH]nc(-c2ccc(Cl)cc2Cl)n1-c1ccccc1
i,5,-8,-0.2,-2,6,i,-2,6,-9,CSCCC(NC(=O)c1ccco1)C(=O)Nc1ccncc1 (stereo not given)
i,3,0,4.4,3,-1,i,-11,0,0,Cc1cccc(Oc2nc(-c3ccncc3)nc3ccccc23)c1
i,2,x,-2.2,0,0,i,2,2,-5,C[C@@H]1CN([C@H](C)CO)C(=O)c2cc(Br)cnc2O[C@@H]1CN(C)C(=O)c1ccccc1
i,-1,-1,1.3,12,4,i,-1,-3,-17,OCCN1CCN(c2ncnc3c2c(-c2ccccc2)cn3-c2ccc(F)cc2)CC1
i,-15,0,0.1,1,2,i,0,4,-8,CCSc1nnc(CNC(=O)C23CC4CC(CC(C4)C2)C3)n1C1CCCCC1
i,-1,x,0.0,-2,-7,i,3,-3,-2,O=C(Cn1cnc([N+](=O)[O-])c1)Nc1ccc(Cl)cc1Cl
i,-1,-4,-0.7,-3,-30,i,-2,12,-3,COc1ccc(-c2cc3ncccc3cn2)cc1
i,4,-4,8.8,7,-25,i,2,-1,11,FC(F)(F)c1ccc(N2CCN(c3cc(-c4ccccc4)nc4ncnn34)CC2)nc1
i,1,-5,1.0,0,1,i,-1,-11,0,COc1ccc(CCNC(=O)C(=O)NCC2OCCN2S(=O)(=O)c2cccs2)cc1OC (stereo not given)
i,4,-8,16,2,-2,i,0,12,7,COc1ccc(NS(=O)(=O)c2ccc(NC(=O)c3ccc(N(C)S(C)(=O)=O)cc3)cc2)c(OC)c1
i,-3,-1,-1.4,0,-2,i,-3,2,0,CCOc1ccccc1OCC(=O)OC(C)C(=O)Nc1ncc(Cl)cc1Cl (stereo not given)
i,2,-10,-2.2,-2,15,i,3,2,10,Cc1cc(C)cc(N2C(=O)CC(n3nc(C)cc3C)C2=O)c1 (stereo not given)
i,7,3,-1.5,-2,2,i,2,0,2,CCSc1sc(CC)cc1C=O
i,-4,3,0.6,2,-3,i,0,-2,6,CCOC(=O)c1oc2ccccc2c1CN1CCN(c2ccccc2)CC1
i,0,-11,-0.1,2,0,i,1,0,1,CCOc1ccc(NC(=S)NC23CN4CN(CN(C4)C2)C3)cc1
i,-1,6,0.4,0,-9,i,2,-2,2,O=C(NCc1cccnc1)C(=O)C1C(=O)Nc2ccccc21 (stereo not given)
i,-11,-8,1.0,30,2,i,0,1,-5,O=S(=O)(c1cccc(C(F)(F)F)c1)N1CCN(C(=S)NCc2ccco2)CC1
i,3,-2,2.2,3,-2,i,-2,-2,1,Cc1cc(C)c2c(n1)sc1c(N3CCCCC3)ncnc12
i,-7,-5,0.8,-1,-26,i,-1,2,8,Nc1c(N(CCCO)C(=O)CCCN2C(=O)c3cccc4cccc(c34)C2=O)c(=O)[nH]c(=O)n1Cc1ccccc1
i,3,-4,0.0,-2,-23,i,-1,2,-5,O=C1N=C(N2CCOCC2)S/C1=C\c1cccs1
i,0,10,-0.8,2,-19,i,1,1,1,COc1cc(OC)cc(C(=O)Nc2sc3c(c2C(N)=O)CCC3)c1
i,-2,-13,1.1,4,0,i,-3,-15,-4,COc1cc(C(=O)NC(=S)Nc2ccc3c(c2)OCO3)cc(OC)c1OC
i,-1,1,-0.1,-1,7,i,2,1,1,CC(C)(C)[C@H]1C=C(C(=O)O)O[C@@H](OCCCCO)C1
i,-15,2,-0.8,-6,0,i,0,4,3,O=C(CNC1CCCCCC1)c1cccs1
i,-12,-13,4.0,5,5,i,-1,3,-1,CCN(C(=O)c1cccs1)c1nc(-c2ccc(OC)cc2)cs1
i,4,-5,0.9,0,1,i,3,0,-13,Cc1ccccc1CC1(CO)CCCN(C(=O)c2ccccc2N(C)C)C1 (stereo not given)
i,-1,-11,-2.5,1,3,i,1,-1,0,COC(=O)Nc1sc(C)nc1-c1ccccc1
